Screens (PubChem BioAssay)
hcDAF-12 act – activators of H. contortus DAF-12 nuclear receptor | HEK293 hcDAF-12 lit1-tk-luc reporter, luminescence; 0% DMSO, 100% Δ7-dafachronic acid | activation, % at 6.8 µM | 370,000 tested, 1.4% active;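 active = activation above the mean of all tested compounds plus 3 SD, cut at about 5.5% in these data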;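 also: 100% = response to 3 µM Δ7-dafachronic acid high control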
GC-B act – GC-B (human) receptor activation; activation, % at 10 µM; AID 1920062; 370,000 tested, 0.11% active; P20594; HEK293-GC-B cells, CNP EC30, cGMP TR-FRET; 0% at EC30 CNP, 100% saturating CNP;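 active = activation at 10 µM reaching about 35% in either raw or pattern-adjusted values, limit read from the data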
HGIII-sPLA2 inh – Inhibits HGIII-sPLA2 liposome hydrolysis, primary screen. QFRET BODIPY PC-A2 liposome hydrolysis, fluorescence. inhibition, % at 12.2 µM. 370,000 tested, 0.56% active. AID 743126;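 active = inhibition above mean plus 3 SD of compounds lying within the high and low control bounds, cut at about 19% in these data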;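 also: 0% = median of test compound wells and 100% = no enzyme DMSO wells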
Target sequence (Q9NZ20 whole entry, looked up): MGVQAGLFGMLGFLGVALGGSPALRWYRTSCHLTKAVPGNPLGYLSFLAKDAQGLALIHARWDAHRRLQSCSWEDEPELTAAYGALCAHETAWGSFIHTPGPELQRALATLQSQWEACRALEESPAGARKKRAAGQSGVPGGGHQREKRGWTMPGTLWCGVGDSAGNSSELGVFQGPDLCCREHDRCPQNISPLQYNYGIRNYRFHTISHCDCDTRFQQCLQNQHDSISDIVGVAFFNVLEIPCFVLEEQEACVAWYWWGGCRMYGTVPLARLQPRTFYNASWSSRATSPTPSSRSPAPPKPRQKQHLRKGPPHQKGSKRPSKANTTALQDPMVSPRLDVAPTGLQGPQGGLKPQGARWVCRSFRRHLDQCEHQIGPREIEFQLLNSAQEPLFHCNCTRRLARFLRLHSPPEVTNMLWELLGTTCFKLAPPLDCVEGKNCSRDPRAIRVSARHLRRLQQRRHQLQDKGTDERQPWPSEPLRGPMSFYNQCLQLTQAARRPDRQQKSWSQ
hgDAF12 agonist – activates the H. glycines DAF-12 receptor ligand-binding domain | HEK293 GAL4-hgDAF12 UAS-luciferase reporter, agonist luminescence; normalized to butyrate control | activation, % at 6.8 µM | 370,000 tested, 1.8% active | AID 687014;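 active = activation above a cutoff set at the mean of all screened compounds plus 3 SD, cut at about 10% in these data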;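 also: 0% = DMSO wells and 100% = sodium butyrate wells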
GAA850 FXN act – increases GAA850 frataxin promoter reporter activity. AID 540364. 360,000 tested, 0.56% active. activation, % at 6 µM. HEK293 lucGAA850 FXN promoter luciferase reporter, 24 h; percent of 10 µM SAHA response;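 active = activation above the average of all compounds screened plus 3 SD, cutoff fixed separately per campaign, cut at about 7.5% in these data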;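 also: 0% = DMSO wells and 100% = 10 µM SAHA wells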
SMARCA2 act – increases SMARCA2 function in MMTV reporter cells. MG213 cells, MMTV-luciferase reporter, dexamethasone, overnight. activation, % at 9.1 µM. 370,000 tested, 1% active. AID 652017; in the data active = activation above about 7.8%;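 also: 0% = vehicle wells and 100% = reference activator wells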
DAX1 inh-1 – inhibits human nuclear receptor DAX1 | P51843 | HEK293 Gal4-DAX1 luciferase reporter, luminescence | inhibition, % at 6.75 µM | 340,000 tested, 0.99% active | AID 504766;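 active = inhibition above the mean over all tested compounds plus 3 SD, cut at about 4.2% in these data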;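 also: 0% = DAX1-transfected cells with DMSO and 100% = empty-vector control cells with DMSO; inhibition shows as a rise in luminescence from relieved DAX1 repression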
NPR1 activator – GC-A (human) enzyme activation; P16066; 370,000 tested, 0.14% active; HEK293 GC-A cells, cGMP TR-FRET, EC30 ANP; 0% at EC30 ANP, 100% saturating ANP; AID 1671463; activation, % at 10 µM; in the data active = activation above about 40%
ssDAF12 agonist – activates DAF-12 receptor from parasite S. stercoralis | HEK293 ssDAF-12/GRIP1 lit1-tk-luc reporter, luminescence; % of 3 µM dafachronic acid response | activation, % at 6.8 µM | 370,000 tested, 1% active;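 active = activation above the mean over all tested compounds plus 3 SD, cut at about 0.9% in these data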;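 also: 0% = DMSO-only wells and 100% = 3 µM delta7-dafachronic acid wells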
proKLK7 act – activators of human kallikrein-7 zymogen; P49862; purified proKLK7, EDANS-DABCYL substrate fluorescence; 100% is mature enzyme control, 0% vehicle; activation, % at 7 µM; 370,000 tested, 0.9% active;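 active = activation above the mean of all tested compounds plus 3 SD, computed per campaign excluding outliers beyond control limits, cut at about 13% in these data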
Target sequence (P49862 whole entry, looked up): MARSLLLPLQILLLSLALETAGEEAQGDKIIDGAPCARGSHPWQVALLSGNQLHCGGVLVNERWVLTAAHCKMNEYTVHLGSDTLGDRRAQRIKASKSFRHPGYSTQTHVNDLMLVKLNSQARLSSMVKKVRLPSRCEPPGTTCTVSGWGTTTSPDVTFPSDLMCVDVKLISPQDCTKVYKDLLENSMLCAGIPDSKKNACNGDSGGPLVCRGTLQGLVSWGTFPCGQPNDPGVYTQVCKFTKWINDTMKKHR
DAX1 inh-2 – inhibitors of DAX1 repression of SF-1 activated StAR promoter; HEK293T StAR-luciferase reporter, SF-1/DAX-1 repression relief; inhibition, % at 6.8 µM; 370,000 tested, 1.1% active; AID 652010;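 active = inhibition above the mean over all tested compounds plus 3 SD, cut at about 3.6% in these data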;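 also: 0% = DAX-1 cells with DMSO and 100% = cells lacking DAX-1 with DMSO; higher inhibition means more luminescence from relief of DAX-1 repression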
Starred values were filed as active, the others as inactive; x = no result given.

SMILES	GC-B act	hgDAF12 agonist	SMARCA2 act	HGIII-sPLA2 inh	ssDAF12 agonist	hcDAF-12 act	DAX1 inh-1	GAA850 FXN act	NPR1 activator	proKLK7 act	DAX1 inh-2
COCCNC(=S)N(C)[C@H]1C[C@H]2c3[nH]c4c(-c5ccccc5)cccc4c3CCN2C(=O)[C@H]1[C@H](C)O	-2	0.4	3	-6	-1.3	0.5	x	x	-3	-8.5	0.1
O=C(CSc1ccccn1)Nc1ccc(N2CCOCC2)cc1	1	2.8	2	0	-0.6	-0.1	-1.0	-0.9	2	0.1	-2.6
O=C(Cn1c(=O)oc2ccccc21)N1CCCC1	4	0.6	-3	0	-1.3	-1.2	2.0	-0.2	1	-0.8	-0.1
O=c1cc(N2CCC3(CC2)OCCO3)[nH]c(=O)n1-c1ccc(Br)cc1	0	0.4	-1	-2	-0.3	-0.9	-0.2	2.3	1	0.5	-0.4
Cc1c(Cl)c(C(F)(F)F)nn1CC(=O)NCc1ccccc1	-3	0.4	0	-3	-0.3	-1.2	0.5	-2.3	-4	0.1	-0.1
CN(C)C(=S)SCC(=O)Nc1cccc(C(F)(F)F)c1	-2	-0.5	1	-5	-1.0	-2.9	-0.7	0.8	2	0.2	-0.9
CC1CCc2nc3ccc(S(=O)(=O)N4CCC(C(=O)NC(C)c5ccccc5)CC4)cc3c(C(=O)O)c2C1 (configuration not stated)	3	0.6	2	-6	-0.2	2.8	1.6	3.4	2	-0.4	0.3
CN(/N=C/c1ccccc1O)C(=S)c1ccccc1	0	4.4	4	-5	-0.2	0.7	0.5	3.4	-5	0.2	-0.4
CCC12CC3CC(C1)CC(C(=O)NNC(N)=O)(C3)C2	1	2.2	2	-17	-0.7	4.3	3.0	-0.1	0	0.0	-0.2
Cc1cccnc1N(C(=O)Nc1cccc(Cl)c1)C1=NCC(C)(C)S1	9	-0.9	-1	3	-1.6	-0.8	-0.2	-2.2	2	0.5	-0.3
C=CCOc1ccc(/C=N/NC(=O)CN2CCOCC2)cc1OCC	0	-1.1	-1	7	-0.6	-1.4	x	4.0	4	0.2	0.3
COc1ccc(C2C(C#N)=C(N)N(c3ncn[nH]3)C3=C2C(=O)CCC3)cc1 (configuration not stated)	1	1.8	1	-6	-1.3	-1.0	2.6	1.9	-1	-0.6	0.5
Cc1cc(=O)[nH]c(SCC(=O)Nc2cccc(C(F)(F)F)c2)n1	0	0.4	0	9	-1.6	-0.7	0.5	0.7	-1	0.0	0.6
CCN(CC)CCn1c2ccccc2c2nc(C)sc21	10	3.5	-6	14	-0.2	3.2	-0.3	-1.3	5	-0.5	0.8
COc1ccccc1NC(=O)c1ccc(C)c(S(=O)(=O)N2CCCCC2)c1	-6	-3.1	-2	-16	-1.2	-0.7	-1.1	-0.1	-2	0.0	-3.2
FC(F)(F)c1cccnc1Oc1ccc(C2=NCCS2)cc1	3	1.3	3	-2	-1.5	-3.0	2.9	3.3	-3	0.7	0.1
O=C(CSc1nnc(CNC(=O)c2cccc(C(F)(F)F)c2)o1)NCC1CCCO1 (configuration not stated)	2	1.4	2	5	-1.1	-1.1	0.8	1.1	1	0.1	0.7
O=C(N/N=C/c1cn[nH]c1-c1ccc(Cl)cc1)c1ccc([N+](=O)[O-])cc1	3	1.8	1	-12	-2.0	0.1	1.4	-1.1	-5	0.4	-0.2
Cc1ccccc1NC(=O)COC(=O)c1ccc(S(=O)(=O)N2CCCC2)cc1	2	2.8	-1	-3	-1.4	1.4	-0.5	1.3	2	-0.8	-0.2
CC(C)N(C(=S)Nc1cccc(S(=O)(=O)N(C)C)c1)c1ccccc1	3	-3.2	-3	14	-0.3	-1.4	-0.4	-0.2	-1	0.3	-0.1
Cc1nn(-c2ccccc2)c2nc3c(cc12)C(=O)CCC3	7	-0.1	-4	7	-0.4	-0.8	0.2	2.9	6	0.6	-0.6
Cc1ccc(C(=O)NCC(c2ccco2)N2CCc3ccccc3C2)cc1 (configuration not stated)	1	1.7	0	-6	-0.8	0.7	-0.6	-0.4	1	-0.5	1.3
Cc1cc(C)nc(/N=C(\N)Nc2cccc(OCc3ccccc3)c2)n1	-1	-4.5	-4	-4	-2.2	-2.9	0.3	-3.7	-8	-0.4	-1.5
C=C1CCC[C@]2(C)C[C@H]3OC(=O)C(CNCC(C)C)[C@H]3CC12 (some centres not stated)	-1	-2.6	1	1	-0.7	-1.9	-1.0	0.3	0	0.3	-0.8
Cc1ccc(S(=O)(=O)NC(=O)NCc2ccccn2)cc1	4	-1.1	2	-1	-1.3	-1.3	-1.6	2.5	1	1.1	-0.2
O=c1ccn(Cc2ccccc2)c(SCc2ccccc2)n1	-3	-0.6	6	4	-0.7	1.6	-0.4	1.5	-3	0.2	0.4
O=C(Cn1c(NCCO)nc2ccccc21)NCCc1ccc(F)cc1	2	0.3	0	7	-0.2	1.7	0.8	0.0	0	0.0	0.1
Cc1cc(C)n(Cc2ccc(C(=O)N/N=C/c3ccc(-c4ccc([N+](=O)[O-])cc4)o3)o2)n1	-2	-3.8	-3	2	-0.9	-2.3	-0.9	0.4	8	-28	-0.9
CCOC1=C(C#N)CC2(CC1)c1ccccc1-c1ccccc12	0	0.6	-2	-8	-1.7	-0.8	-1.1	2.0	20	0.3	-1.1
Cc1ccc(NC(=O)CN2C(=O)NC(C)(c3ccc4c(c3)OCO4)C2=O)cc1 (configuration not stated)	8	0.3	7	1	-0.7	-1.3	2.5	-0.1	-1	-0.4	-1.7
CC(=O)Nc1cccc(-c2ccnc3c2CC(C)(C(=O)Nc2ccc(F)c(Cl)c2)O3)c1 (configuration not stated)	-8	0.9	-5	-17	-1.5	-3.3	x	-4.0	-7	0.1	-2.5
O=C(c1ccco1)N1CCN(C(=O)C2CCN(S(=O)(=O)Cc3ccccc3)CC2)CC1	-1	-4.6	0	10	-0.4	-0.4	0.5	-1.2	3	0.1	0.2
COc1cc(C(=O)NNC(=O)COc2ccc(Cl)cc2)ccc1OCC(=O)N1CCOCC1	4	-0.3	-1	0	-0.7	-0.1	0.2	-0.6	3	-0.3	-0.3
O=C(N/C(=C/c1cccnc1)C(=O)N1CCOCC1)c1ccccc1Br	2	1.3	-3	-1	-1.0	2.0	-0.1	1.0	1	-0.5	-0.6
Cc1ccc(Nc2cc(C)nc(NCc3ccccc3)n2)cc1	-14	-2.3	5	-20	-1.1	-2.5	-1.4	13*	-16	0.1	-1.0
CCOC(=O)CN1CC23C=CC(O2)C(C(=O)NCCc2ccccc2)C3C1=O (configuration not stated)	3	0.5	1	6	-1.4	-0.6	0.3	1.0	-1	-0.1	0.4
c1ccc2c(c1)nc(Nc1ccc3c(c1)OCO3)c1nnnn12	-7	5.0	2	-9	-0.4	2.9	0.1	3.9	-2	0.2	0.3
CC(C/C=N/NC(=O)COc1cc(Cl)ccc1Cl)c1ccccc1 (configuration not stated)	2	2.2	-2	-1	-0.2	-1.5	-1.1	-1.1	2	0.4	-0.7
O=C(c1cccnc1)C1Cc2ccccc2C1=O (configuration not stated)	2	-0.6	-2	5	-0.4	-0.8	-0.6	-0.4	3	0.4	0.0
C=CCn1cc(/C=N\NC(=O)c2cc3c(ccc4ccccc43)o2)c2ccccc21	-5	-0.1	1	-5	-1.5	-1.3	1.0	2.4	8	-5.8	-0.5
CCn1c(C)nnc1SCC(=O)Nc1ccc(C(C)=O)cc1	6	2.2	0	-4	-0.5	0.0	0.5	0.8	-1	0.7	0.1
CCOc1ccc2nc(SCC(=O)Nc3nonc3C)[nH]c2c1	-3	0.0	-4	-2	-1.8	-0.7	1.9	0.3	-3	-0.3	-0.4
O=c1c2ccccc2ncn1-c1ccccc1[N+](=O)[O-]	9	-3.4	-3	2	-1.3	-1.9	2.0	1.6	0	0.0	-0.1
O=C(CCc1ccc(S(=O)(=O)N2CCOCC2)cc1)N/N=C/c1cccc(O)c1	-1	0.6	1	-9	-1.4	-1.0	-0.2	0.9	-2	-0.4	0.2
Cc1ccc(C)c(OCC(=O)N/N=C/c2c(C)nn(-c3ccccc3)c2Cl)c1C	3	-3.2	0	4	-0.6	1.0	-0.1	0.9	-1	0.3	0.4
O=C(Cn1c(=O)n(CCC(=O)N2CCCCC2)c(=O)c2sccc21)NCc1ccccc1	-3	-4.3	1	1	-1.1	0.5	0.8	-2.6	-1	0.3	0.2
O=C(NCC(Cl)c1ccc2ccccc2c1)c1c(F)cccc1F (configuration not stated)	0	0.8	0	-10	-1.1	0.9	0.3	0.5	-4	0.1	-0.1
Cc1c(Cl)cccc1NC(=O)CN1CCN(CCO)CC1	2	-1.9	2	-5	-1.0	-1.5	0.0	-1.1	-1	-0.1	0.5
CCSc1nnc(N)s1	5	0.6	-1	3	-1.3	0.1	0.1	-1.0	0	0.1	1.2
CC(C)(C)C(CO)NC(=O)c1ccc[nH]1 (configuration not stated)	-2	0.4	1	4	-0.6	-1.5	-0.6	0.8	0	0.3	0.6
